Nrf2 inh = inhibitors of Nrf2 signaling; Potency, µM (top dose mostly 46 µM), without a hit: at the top dose activity change, negative = inhibition, actives largely listed as inhibitors; A549 ARE-Fluc reporter, luciferase luminescence, 18-24 h; hit rate 2.1% among 360,000; also: potency is read from the fitted curve at half-maximal effect; % is scaled to controls: 0 for no effect and ±100 for the full control effect; nearly all actives have a fitted effect of over 60% in size
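Cells were seeded and rested 2 h, then exposed to compounds for 18-24 h. CellTiter-Fluor was read first as a viability measure. BugLite was added 15 min before the final luminescent read of ARE-luciferase activity in A549 cells.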
TGFb inhibitor = blocks TGF-b signaling; AID 588855; hit rate 1.2% among 410,000; Potency, µM (doses to about 46.1 µM), without a hit: top-dose activity, negative = inhibition, actives largely listed as inhibitors; HepG2 CAGA-GFP TGF-b/SMAD3 reporter, GFP fluorescence, 18 h; TGF-beta stimulated, 500 pg/mL final; also: potency is read from the fitted curve at half-maximal effect; % is scaled to controls: 0 for no effect and ±100 for the full control effect; nearly all actives have a fitted effect of over 65% in size
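HEPG2 CAGA-GFP reporter cells (1000/well, DMEM with 1% FBS) received compounds, then recombinant TGF-beta at 500 pg/mL final for 18 hours at 37 degrees C. Per-cell GFP summed per well was normalised to unstimulated and stimulated DMSO controls before curve fitting.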
HepG2 tox = HepG2 cytotoxicity, counter-screen for TGF-b inhibitors; HepG2 CAGA-GFP viability, ATP luminescence, 18 h; AID 588856; Potency, µM (highest dose often 46.1 µM), for the others: at the top dose activity change, negative = cytotoxicity, hits mostly cytotoxic; hit rate 0.76% among 410,000; also: potency is read from the fitted curve at half-maximal effect; some results filed as inactive show a strong effect at the top dose
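CellTiter-Glo luminescence gave cytotoxicity after 18 hours at 37 degrees C. The cells were HepG2 CAGA-GFP in 1% FBS DMEM, stimulated with 500 pg/mL TGF-beta after compound addition. %Activity was normalised to no-cell wells (complete cell-killing) and DMSO (no toxicity), and curves were fitted and classified.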
Nrf2 activator = activates Nrf2 signaling. AREc32 ARE-luciferase reporter (MCF7-derived line), luminescence, 24 h. Potency, µM (titrated, usually from 46.1 µM), for inactives: at the top dose activation, usual class: activators. hit rate 0.31% among 410,000. AID 624171; also: potency is read from the fitted curve at half-maximal effect; % of control where 0% means no effect; nearly all actives have a fitted effect of over 65% in size
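ARE-driven firefly luciferase activity in AREc32 cells measured after a 24 hr compound exposure at 37 deg C, using Steady-Glo reagent and a 30 min room-temperature hold.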
ATXN viability = reduces viability in counter-screen for ATXN expression inhibitors; Potency, µM (doses to about 56.7 µM), most hits filed as cytotoxic; S2 cells (HEK-293 line with an ATXN2-luciferase reporter) viability, CellTiter-Fluor protease fluorescence, 24 h; AID 651635; hit rate 0.49% among 400,000; also: potency is read from the fitted curve at half-maximal effect; nearly all actives have a fitted effect of over 40% in size
A549 tox = A549 cytotoxicity, counter-screen for Nrf2 inhibitors. A549 ARE-Fluc cells, CellTiter-Fluor viability, 18-24 h. hit rate 0.16% among 390,000. Potency, µM (top dose mostly 46 µM), for the others: at the top dose activity change, negative = cytotoxicity, actives largely listed as inhibitors. AID 504648; also: potency is read from the fitted curve at half-maximal effect; % is scaled to controls: 0 for no effect and ±100 for the full control effect
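Cytotoxicity counterscreen: CellTiter-Fluor fluorescence was measured in A549 ARE_Fluc cells after 18-24 h of compound exposure in a concentration series. The subsequent BugLite luminescent read reports ARE-luciferase activity.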
MCF10A rerep = induces DNA re-replication in MCF 10a normal breast cells. hit rate 2.9% among 350,000. Potency, µM (doses to about 46.1 µM), inactives show at the highest dose activity, positive = re-replication, most hits filed as activators. AID 624296. MCF 10A DNA re-replication, Hoechst nuclear intensity, 48 h; also: potency is read from the fitted curve at half-maximal effect; % of control where 0% means no effect; nearly all actives have a fitted effect of over 50% in size
IL1B secr inh = blocks inflammasome-driven IL-1 beta release; THP-1 LPS/ATP IL-1B secretion, AlphaLISA, 16 h; hits give low values; activity change, % at 57.5 µM; hit rate 4.7% among 360,000; in the data active = activity change below about -50%; inconclusive = mostly about -30% to -49%; also: % is scaled to controls: 0 for no effect and ±100 for the full control effect
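THP-1 cells pretreated 1 hr with compounds (up to 57.5 uM final), then stimulated with LPS (250 ng/mL final) plus ATP (1.25 mM final); secreted IL-1B measured by AlphaLISA after 16 hr, decreased signal indicating inhibition.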
ATXN2 expr inh = inhibitors of ATXN2 expression; HEK-293 ATXN2-luciferase reporter, luminescence, 24 h; Potency, µM (series often up to 57 µM), inactives show at the top dose activity change, negative = inhibition, most hits filed as inhibitors; hit rate 0.72% among 360,000; AID 1745845; also: potency is read from the fitted curve at half-maximal effect; % is scaled to controls: 0 for no effect and ±100 for the full control effect; nearly all actives have a fitted effect of over 55% in size
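qHTS (up to 57 uM final) was run with 24 h compound exposure of reporter cells at 37 °C. Each well was multiplexed: SteadyGlo luminescence measured ATXN2-luciferase expression after a fluorogenic Gly-Phe-AFC viability readout (25 uM final).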
Starred values were filed as active, the others as inactive; i = inactive; ? = inconclusive; . = not tested or not shown; & = joins results of further samples; [ ] = another dose, or the depositor's remark. Unless noted, calls follow the shape of the dose curve; as a rule, active = well fitted curve in the direction sought with a large enough effect; inconclusive = small, poorly fitted or top-dose-only effect, or another doubt; inactive = no such curve, though single readings can be large; an effect the other way counts as inactive or inconclusive.

SMILES | Nrf2 inh | TGFb inhibitor | HepG2 tox | Nrf2 activator | ATXN viability | A549 tox | MCF10A rerep | IL1B secr inh | ATXN2 expr inh
O/N=C/c1cn(-c2ccc(Cl)cc2)nn1 | ? | 3% | 0% | 3.9% | i | 5% | 2% | -16 | 40%[activator]
O=C(CCCOc1ccccc1)Nc1nncs1 | 9% | -6% | -2% | -0.1% | i | 1% | 0% | 9 | 6%
Cc1ccccc1NC(=O)Cc1nc(COC(=O)CCOc2ccccc2)cs1 | 9% | -4% | 8% | -0.7% | ? | 3% | -1% | 0 | -9%
CCCOc1ccc(NC(=O)c2cc3cc(C)ccc3[nH]2)cc1 | 9% | -6% | -13% | 2.4% | i | -7% | 6% | 52 | 38%
CCOc1ccc(N(C(=O)CNC(=O)c2ccco2)C(C(=O)NC2CCCC2)c2ccco2)cc1 (stereo unspecified) | 5% | 32%[activator] | 8% | -0.4% | i | -2% | -1% | 0 | 0%
O=C(CCn1nc(-c2ccccc2)c2ccccc2c1=O)Nc1cccnc1 | 0% | -20% | -30% | 1.3% | i | 2% | -3% | 0 | .
CCc1ccccc1Nc1nn2c(=O)c3ccc(C(=O)NCCc4ccccc4)cc3nc2s1 | -8% | 0% | -10% | 0.4% | ? | -4% | . | . | ?
COCC(=O)Nc1cc(Cl)ccc1C | -6% | -19% | -1% | 0.1% | i | 4% | 1% | 13 | -22%
O=C(COC(=O)c1cc(S(=O)(=O)NCc2ccccc2)ccc1O)c1cc2ccccc2o1 | -11% | -8% | -1% | 0.2% | i | -6% | 4% | 39 | .
O=c1[nH]c2ccc(NC(=S)Nc3ccc(F)cc3)cc2[nH]1 | 6% | 1% | -1% | 0.0% | i | -2% | 10% | 10 | 1%
CC(=O)Nc1ccc(NC(=O)c2cc(S(=O)(=O)N3CCCCC3)ccc2N2CCOCC2)cc1 | -23% | 0% | 0% | 0.0% | i | -5% | 4% | 6 | 0%
O=C1/C(=C\c2cc([N+](=O)[O-])ccc2O)SC(=S)N1Cc1ccc(Cl)cc1 | ? | -6% | -60% | 14% | . | ? | ? | -10 | .
COc1ccc(C)cc1-n1cnc2cc(C(=O)NC3CCCCCC3)ccc21 | . | ? | -12% | -0.7% | ? | -9% | . | . | ?
C=CCNC(=O)Nc1ccc2nc(C)sc2c1 | 15% | 1% | -1% | 0.6% | i | 3% | -26% | -27 | 4%
CCCCn1ccnc1C(=O)c1ccc(S(=O)(=O)N2CCCC2)cc1 | -1% | -8% | 3% | 2.2% | i | 2% | 8% | ? | .
Cn1cc(S(=O)(=O)N2CCCC(C(=O)O)C2)cn1 (stereo unspecified) | -1% | 0% | 2% | -0.2% | i | 0% | -2% | 22 | -1%[11.3 µM]
CC(C)(C)S(=O)N1Cc2cc(C(=O)NCc3ccc(Oc4ccccc4)cc3)nc(-c3cccc(-c4cc5ccccc5o4)c3)c2[C@H]1CCO (stereo partly specified) | . | ? | -95% | 0.9% | . | . | . | -52* | ?
CN(C)CCOC(c1ccc(Cl)cc1)c1ccccn1 (stereo unspecified) | 31%&1% | 1%&31% | -20%&-2% | 2.8%&0.5% | i | 2%&0% | -1%&-7%&0% | -1&-2 | -8%&-14%&-10%
Cc1ccc(C)c(N(CC(=O)NCCSCc2ccco2)S(C)(=O)=O)c1 | 2% | -1% | -6% | 3.0% | i | -1% | 1% | 11 | 3%
CS(=O)(=O)N(CC(=O)NCC1CCCO1)Cc1ccc(Cl)cc1 (stereo unspecified) | 17% | -20% | -1% | -0.6% | i | -2% | 0% | -11 | -7%

One compound at a time, from the list above.
`O=c1[nH]c2ccc(NC(=S)Nc3ccc(F)cc3)cc2[nH]1` as listed: Nrf2 inh = 6%; TGFb inhibitor = 1%; HepG2 tox = -1%; Nrf2 activator = 0.0%; ATXN viability = i; A549 tox = -2%; MCF10A rerep = 10%; IL1B secr inh = 10; ATXN2 expr inh = 1%
`CS(=O)(=O)N(CC(=O)NCC1CCCO1)Cc1ccc(Cl)cc1` (stereo unspecified) as listed: Nrf2 inh = 17%; TGFb inhibitor = -20%; HepG2 tox = -1%; Nrf2 activator = -0.6%; ATXN viability = i; A549 tox = -2%; MCF10A rerep = 0%; IL1B secr inh = -11; ATXN2 expr inh = -7%
`CN(C)CCOC(c1ccc(Cl)cc1)c1ccccn1` (stereo unspecified) as listed: Nrf2 inh = 31%&1%; TGFb inhibitor = 1%&31%; HepG2 tox = -20%&-2%; Nrf2 activator = 2.8%&0.5%; ATXN viability = i; A549 tox = 2%&0%; MCF10A rerep = -1%&-7%&0%; IL1B secr inh = -1&-2; ATXN2 expr inh = -8%&-14%&-10%

Next part.
SMILES | Nrf2 inh | TGFb inhibitor | HepG2 tox | Nrf2 activator | ATXN viability | A549 tox | MCF10A rerep | IL1B secr inh | ATXN2 expr inh
COc1ccc2nc(SCC(=O)/C(C#N)=C(\C)N)[nH]c2c1 | ? | -7% | -15% | -1.0% | ? | -6% | -2% | 13 | 20%
O=C(Nc1ccc(Cl)cc1)c1ccc(Br)cc1F | ? | -1% | 0% | -0.7% | i | 0% | 10% | 0 | .
NC(=O)c1nsc(C(=O)N(CC(=O)NCc2ccccc2)c2ccc(F)cc2)c1N | 5% | 11% | -6% | -0.3% | i | -5% | 12% | -11 | 18%
COc1ccc2oc(=O)c(C(=O)NCc3ccccn3)cc2c1 | 27% | 6% | -61% | -1.0% | i | 9% | 0% | -4 | 10%
Cc1ccc(NC(=O)c2cc3c(=O)n(Cc4cccnc4)ccc3nc2C)cc1F | ? | 17% | 0% | 4.2% | i | -4% | . | . | 28%
COc1cc(C=C2C(=O)OC(C)(C)OC2=O)ccc1OCC(=O)Nc1ccccc1 | 7% | 6% | -3% | 4.3% | i | 2% | 0% | 19 | .
Cc1noc(C)c1COC(=O)c1ccc(S(=O)(=O)NCc2ccco2)cc1 | . | ? | -36% | 6.4% | i | ? | ? | -4 | -4%
O=C(NCc1cccc(C(F)(F)F)c1)c1cccc(S(=O)(=O)N2CCN(Cc3ccccc3)CC2)c1 | ? | ? | -17% | -0.2% | i | -6% | 6% | 0 | -2%
COc1ccc(O)c(CN2CCC(n3nccc3NC(=O)CCOc3ccccc3)CC2)c1 | -8% | -5% | 0% | 3.3% | i | 6% | 29% | 7 | -34%
COc1ccc(CN2C(=O)C(CC(=O)NCCN3CCOCC3)CC(C(=O)N3CCOCC3)=C2C)cc1 (stereo unspecified) | . | 12% | 3% | 0.2% | i | . | . | 29 | 7%
COCC(COS(N)(=O)=O)Cc1ccccc1 (stereo unspecified) | 9% | 5% | 5% | 0.0% | i | -2% | 2% | 24 | 13%
CCOc1ccc(NC(=O)CN(C)C(=O)c2sc3ccccc3c2Cl)cc1OCC | -9% | -12% | -30% | -0.4% | i | -2% | 10% | 4 | -4%
Cc1cc(C)nc(Nc2ccccc2Cl)n1 | 5% | 4% | -2% | 0.4% | i | 5% | ? | 8 | -15%
CCCCOC(=O)c1ccc(Nc2nnc(-n3nc(C)cc3C)c3ccccc23)cc1 | . | -5% | -10% | 5.2% | i | 1% | . | . | 6%
CCOC(=O)CSCc1csc(CC(=O)Nc2ccccc2C)n1 | 5% | 0% | 6% | -0.5% | i | 2% | -21% | 0 | -12%
O=C(CSc1nc(=O)[nH]c2c1CCC2)Nc1cc(C(F)(F)F)ccc1Cl | . | 14% | 6% | 1.0% | . | -8% | . | . | .
Cc1noc(C)c1C(=O)N1CCOCC1 | . | -1% | 2% | -0.4% | i | 0% | 1% | 0 | -6%
COC(=O)c1ccccc1NC(=O)CN(C)S(=O)(=O)c1cc(C)ccc1OC | . | 0% | -22% | -1.0% | i | 3% | 9% | -22 | ?
CCOC(=O)c1cc(-c2ccccc2)sc1NC(=O)COC(=O)c1cccc(S(N)(=O)=O)c1 | -19% | ? | -104% | 0.7% | ? | -3% | 15% | -11 | ?
Cc1c(N(C)C(=O)C2CCCN2S(=O)(=O)c2ccccc2)c(=O)n(-c2ccccc2)n1C (stereo unspecified) | 1% | -3% | -1% | -0.6% | i | -1% | -5% | -1 | 1%

IL1B secr inh, hit marks shown above.
| smiles | Nrf2 activator | IL1B secr inh |
| --- | --- | --- |
| CC(C)(C)S(=O)N1Cc2cc(C(=O)NCc3ccc(Oc4ccccc4)cc3)nc(-c3cccc(-c4cc5ccccc5o4)c3)c2[C@H]1CCO (stereo partly specified) | 0.9% | -52* |

Look-ups from the list.
Reading of `Cc1noc(C)c1C(=O)N1CCOCC1` in MCF10A rerep: 1%
Reading of `O=C(NCc1cccc(C(F)(F)F)c1)c1cccc(S(=O)(=O)N2CCN(Cc3ccccc3)CC2)c1` in A549 tox: -6%

(cont.)
SMILES | Nrf2 inh | TGFb inhibitor | HepG2 tox | Nrf2 activator | ATXN viability | A549 tox | MCF10A rerep | IL1B secr inh | ATXN2 expr inh
CCOc1ccc(C(=O)NCCC2=CCCCC2)cc1OCC | 6% | -2% | -3% | 0.4% | i | -3% | -3% | 1 | 7%
COC(=O)/C=C/c1cccc([C@H]2[C@@H]3C=CC[C@@H](C)[C@@H]3C(=O)N2Cc2ccccc2)c1 | 2% | ? | -13% | 9.0% | i | -5% | ? | 9 | -18%
CC(NC1CCCC1)C(=O)Nc1ccccc1-c1ccccc1 (stereo unspecified) | 0% | 5% | -8% | -0.2% | i | ? | 20% | -3 | -7%
Cc1ccc2cccc(OCC(=O)N3CCc4ccccc43)c2n1 | -3% | 18% | 4% | -0.9% | i | -6% | -2% | 16 | 1%
COc1cc(-c2cc(NC(C)=O)c3ncc(-c4ccc(F)cc4)n3c2)cc(OC)c1OC | . | 36%[activator] | -18% | 4.8%[9.22 µM] | ? | . | . | . | -12%
CCCCn1c(SCC(=O)N(CC)C2CCS(=O)(=O)C2)nnc1C(CC)N(C)C (stereo unspecified) | -13% | -11% | 0% | 0.1% | i | -3% | -2% | 21 | -3%
COc1ccc(N2CCN(c3ncnc4scc(-c5ccccc5)c34)CC2)cc1 | ? | ? | 2% | 3.3% | i | -9% | ? | ? | ?

High-throughput results deposited in PubChem BioAssay by National Center for Advancing Translational Sciences (NCATS).
